High-throughput results from PubChem BioAssay.
Statin myotox sup = suppression of simvastatin myotoxicity; C2C12 myotubes + simvastatin, ATP luminescence, 48 h; scaled: DMSO 0, geranylgeraniol control 100; rescue of ATP level, % at 7.49 µM; 0.78% of 330,000 active; AID 602340;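 active = mean ATP rescue above about 67%, or every replicate alone reaching that limit, limit read from the data, passing the limit was not always enough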;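 note: myotubes were challenged with 10 µM simvastatin during compound exposure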
ARNT-TACC3 inh = disrupts binding between human ARNT and TACC3. Q9Y6A5. AlphaScreen His-ARNT PAS-B/GST-TACC3 binding, luminescence; TACC3 fragment carries E629A point mutation. inhibition, % at 9.99 µM. 0.66% of 390,000 active. AID 623870;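 active = mean inhibition of replicates at least 50% and at least half of replicates each reaching 50%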;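 note: 0% = complete ARNT plus TACC3 wells and 100% = ARNT alone without TACC3; many hits fall short of the cut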
PglD DTNB = blocks C. jejuni PglD acetyltransferase activity; purified PglD enzyme, DTNB colorimetric CoA detection; inhibition, % at 12.5 µM; 0.098% of 360,000 active; AID 602405; in the data active = inhibition above about 16%, passing the limit was not always enough; note: strong numbers were not always called active
PGC1a acetyl inh = PGC1a acetylation modulation, inhibitor mode | U2OS PGC1a acetylation, AlphaScreen anti-acetyl-lysine; with virally co-expressed GCN5 acetyltransferase | inhibition, % at 15.6 µM | 0.17% of 350,000 active | AID 651687;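 active = every replicate shows inhibition of at least 40%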;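 note: 0% = neutral control wells and 100% = positive control wells; some results beyond the cut were filed as inactive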
PAX8 inh HTS = inhibitors of PAX8 transcriptional activity in RMG-I cells. RMG-I TPO-luciferase reporter, SteadyGlo, 24 h. inhibition, % at 12.6 µM. 1.2% of 360,000 active;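 active = mean replicate inhibition at least 60% with every replicate also reaching 60%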;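 note: luciferase light reporting Pax8 driven TPO promoter activity; plate controls were median of neutral control wells for no effect and mitoxantrone controls for full effect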
Cneo AK release = causes C. neoformans cell lysis; adenylate kinase release luminescence, 4 h; normalised: neutral wells 0, clomiphene wells 100; lysis activity, % at 15 µM; 0.2% of 360,000 active; AID 651654;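 active = mean lysis activity across replicates of at least 80%, whatever share of replicates individually reach that level; inactive = mean lysis activity below 80%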
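Test system: log-phase Cryptococcus neoformans yeast cells; Quantity: yeast cell density of 5 × 10^6 cells/mL; Buffer or medium: YPD; Doses: single compound concentration per well; Timing: 4 h at 37 °C static, read 1 h later; Measured by: AK luminescence; Read-out basis: lysis from increased AK signal; Control set: Clomiphene as positive control.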
LGR2 antag = blocks bursicon-induced cAMP signaling via Drosophila LGR2. HEK293 LGR2, CRE-luciferase, bursicon-stimulated, 4 h. inhibition, % at 9.99 µM. 0.35% of 380,000 active. AID 720647;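 active = drop in luminescence signal, shown as inhibition above about 50% in the replicate tests, limit read from the data, passing the limit was not always enough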;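 note: agonist challenge used bursicon conditioned medium at about half maximal strength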
GSIS activator = GLuc luminescence reporter in INS-1E cells, primary screen for activators of glucose-dependent secretion of insulin | INS-1E GLuc reporter insulin secretion, 2-3 h | activation, % at 16.6 µM | 0.61% of 370,000 active | AID 743287;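 active = lowest replicate activation of at least 40%, so every replicate reaches that level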;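 note: 0% = median of neutral control wells and 100% = median of IBMX positive control wells; some compounds called inactive have numbers as strong as hits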
* marks the source's active call; other numbers are inactive results; x = no result given; & = joins results of further samples.

compound	Statin myotox sup	ARNT-TACC3 inh	PglD DTNB	PGC1a acetyl inh	PAX8 inh HTS	Cneo AK release	LGR2 antag	GSIS activator
C[C@@H](NC(=O)[C@H]1[C@H](CO)[C@H]2Cn3c(cccc3=O)[C@@H]1N2C(=O)C1CCCC1)c1ccccc1	-7	8	3	x	x	-3	-28	2
C=CCn1c(SCC(=O)Nc2ccc3c(c2)CCC3)nc2ccccc2c1=O	x	-4	x	-4	0	x	10	9
C/C(=N\NC(=O)NC1CCCCC1)c1ccc(Cl)s1	2	4	2	5	1	-1	2	-6
O=C(Nc1ccccc1Sc1ccccc1)c1ccccc1	-5	-11	1	-16	x	2	x	x
CCCN(C)C[C@@H]1Oc2ncc(-c3cccc(C#N)c3)cc2C(=O)N([C@@H](C)CO)C[C@@H]1C	10	-5	1	-10	x	-1	-4	5
COc1ccc2oc(=O)c(C(=O)NC(C)c3ccccc3)cc2c1 (stereo not drawn)	6	-5	-6	8	9	-7	-5	-9
O=C(Nc1ccc(Cl)c(Cl)c1)c1csc(-c2ccccc2)n1	2	-7	-4	x	x	-1	x	x
CC(C)C(NC(=O)c1ccccc1F)C(=O)OCC(=O)c1ccc(F)cc1 (stereo not drawn)	-2	-1	x	-15	-29	x	-17	-8
CCC1C/C(=C/c2cccs2)C(=O)/C(=C/c2cccs2)C1 (stereo not drawn)	x	11	-5	9	x	1	7	6
CC(=O)NC(C)(c1ccccc1)c1nc(-c2cnc3ccccc3c2)cs1 (stereo not drawn)	21	x	-5	-4	6	-2	-34	10
O=C([C@H]1[C@H](CO)[C@H]2Cn3c(ccc(C4=CCCC4)c3=O)[C@@H]1N2)N1CCCCC1	15	x	-2	x	x	1	0	6
CN(C(=O)CSC1=NCCS1)c1ccccc1	-4	x	4	6	x	-3	x	x
COc1ccc(S(=O)(=O)N(CC(=O)NCCCN(C)C)c2ccc(C)cc2)cc1OC	0	1	-3	-2	x	2	x	x
CC(C)NC(=O)N1[C@H](CO)[C@@H](c2ccccc2)C12CN(C(=O)Cc1ccccc1)C2	x	x	x	-6	-1	x	6	-12
CCN(CC(=O)NCc1ccc(Cl)cc1)S(=O)(=O)c1ccc(F)cc1	-7	6	-1	-6	-14	-3	6	-31
CCOC=C1C(=O)N(C(C)=O)c2cc(OC)c(OC)cc21	7	-6	-4	-10	-2	1	-3	x
O=C(CN(Cc1ccccc1)S(=O)(=O)c1ccccc1)NC1CC1	x	5	x	2	x	x	13	0
COc1cc(CNCCN(C)C)c(Br)cc1OC1CCCC1	3	-4	x	2	14	x	1	25
COc1ccc(S(=O)(=O)Nc2ccc3c(c2)C(=O)N([C@@H](C)CO)C[C@@H](C)[C@@H](CN(C)C(=O)c2ccccc2)OCCCC[C@H](C)O3)cc1	-4	-7	0	x	3	-3	0	-28
Cc1ccc(-c2cnc3c(c2)C(=O)N([C@H](C)CO)C[C@H](C)[C@@H](CN(C)C(=O)CN(C)C)O3)cc1	2	1	1	5	-15	67	-7	6

By substructure: those above containing an aryl thioether with sulfur outside any ring (2)
compound	Statin myotox sup	ARNT-TACC3 inh	PglD DTNB	PGC1a acetyl inh	PAX8 inh HTS	Cneo AK release	LGR2 antag	GSIS activator
C=CCn1c(SCC(=O)Nc2ccc3c(c2)CCC3)nc2ccccc2c1=O	x	-4	x	-4	0	x	10	9
O=C(Nc1ccccc1Sc1ccccc1)c1ccccc1	-5	-11	1	-16	x	2	x	x

The results go on.
compound	Statin myotox sup	ARNT-TACC3 inh	PglD DTNB	PGC1a acetyl inh	PAX8 inh HTS	Cneo AK release	LGR2 antag	GSIS activator
COCCNC(=O)c1c[nH]c2ccc(S(=O)(=O)N3CCC4(CC3)OCCO4)cc2c1=O	4	3	3	-11	x	0	x	x
CCn1nc(NC(=O)c2ccncc2)c2cc3ccc(C)cc3nc21	3	7	-3	x	x	1	x	x
Cc1ccc(NC(=O)C(C)Sc2nnc3ccccn23)cc1 (stereo not drawn)	-5	-4	-2	8	-32	-2	-1	2
COC(=O)c1ccc(NC(=S)Nc2ccc(O)cc2)cc1	x	6	x	x	-12	x	-29	7
CC1(C)CC(=O)C2=C(C1)N(N1CCOCC1)C(N)=C(C#N)C2c1cccnc1 (stereo not drawn)	13	5	-7	-8	x	2	x	x
O=C(NC[C@H]1N[C@H](CO)[C@@H]1c1ccccc1)C1CC1	-5	7	-2	3	1	3	6	9
CCOCCOC(=O)C(C)Sc1n[nH]c(=O)[nH]c1=O (stereo not drawn)	-2	-8	-1	1	x	3	x	x
CCCn1c(Oc2ccccc2)nc2c1c(=O)n(C)c(=O)n2C	5	0	-1	-13	-11	5	11	11
Cc1ccc(F)cc1C(=O)N1CCCC(c2cc(C(=O)NCc3ccc(F)cc3)no2)C1 (stereo not drawn)	-7	x	0	14	20	-2	0	-31
Cc1noc(C)c1NC(=O)N(C)C[C@@H]1OCc2cn(nn2)CCCC(=O)N([C@@H](C)CO)C[C@@H]1C	0	x	x	9	18	x	5	10
CCN(Cc1ccccc1)C(=O)c1ccc(N(C)S(=O)(=O)c2ccc(C)cc2)cc1	11	3	-1	-12	19	-2	2	-16
O=C(C1CCC1)N1CCCc2cc(S(=O)(=O)N3CCN(c4ccccc4)CC3)ccc21	149*	37	-1	-75	17	2	-1	-2
O=C(C[C@@H]1C[C@H]2c3cc(NC(=O)NC4CCCC4)ccc3O[C@H]2[C@@H](CO)O1)NCc1ccccc1F	4	-1	-4	4	-22	-6	5	-2
CCS(=O)(=O)c1ccc2oc(Nc3cc(C)cc(C)c3)nc2c1	3	2	0	-4	x	-2	-16	-4
COc1ccc(CN(C)C[C@@H]2Oc3ccc(NC(=O)C4CC4)cc3C(=O)N([C@@H](C)CO)C[C@@H]2C)cc1	-2	1	4	-4	x	-1	0	0
O=C(NCCc1ccccc1)C1CCC(=O)N(CCCN2CCCC2=O)C1 (stereo not drawn)	2	-1	-9	-1	-6	1	-15	4
CNC(=O)C[C@@H]1CC[C@@H]2[C@@H](COc3ccc(NC(=O)c4cccc(F)c4)cc3C(=O)N2C)O1	-3&-10	17&10	0&-1	16&5	-11&-10	-3&-2	13	-8
C/C=C/c1ccc([C@@H]2[C@@H](CN(C(=O)COC)C(C)C)N(C(C)=O)[C@H]2CO)cc1	19	5	0	-2	-2	-4	18	-4
NC(=O)C1CC=CCC1C(=O)OCC(Cl)=C(Cl)Cl (stereo not drawn)	1	4	-5	x	8	-1	x	x
COc1ccccc1CN(Cc1cc2cc(C)cc(C)c2[nH]c1=O)Cc1nnnn1CC1CCCO1 (stereo not drawn)	-25	33	-10	5	x	1	8	7
Cc1ccc(NS(=O)(=O)c2ccc(OCC(=O)N3CCOCC3)cc2)cc1	0	-5	2	-3	x	0	x	x
COc1ccccc1NC(=S)NC(=O)Cc1ccccc1	x	x	-5	-4	9	12	2	3
CN(Cc1c(C(=O)N/N=C/c2c(F)cccc2Cl)nnn1-c1nonc1N)C1CCCCC1	8	x	5	1	17	0	-12	11
CCNCCOC(c1ccccc1)c1ccccc1	4	6	-5	x	15	1	x	x
COc1ccc(C(=O)N/N=C/c2ccc(OC)c(COc3ccccc3)c2)cc1	-3	-14	-1	x	-14	1	0	-2
O=C(CC1CC1)N1CC2(C1)[C@H](c1ccccc1)[C@H](CO)N2C(=O)c1cccnc1	x	x	x	5	10	x	14	30
CC(=O)NCCn1c(SCc2cccc([N+](=O)[O-])c2)nc2ccccc2c1=O	4	6	0	0	11	0	-11	6
COC(=O)[C@@H](Cc1ccccc1)NS(=O)(=O)N[C@H](Cc1ccccc1)C(=O)OC	-6	6	3	43	7	-1	-12	-1
CCCn1nnnc1SCC(=O)NNC(=O)c1ccco1	x	0	x	2	6	x	40	7
Oc1ccc(Br)cc1C1Nc2ccccc2S1 (stereo not drawn)	20	-9	2	x	-46	0	-47	4
N#C/C(C(=O)N1CCCCC1)=C1\Nc2ccccc2S1	x	-3	-1	-8	x	-3	x	x
CCN(CC)S(=O)(=O)c1ccc(NC2c3ccccc3C(=O)N2CCN2CCOCC2)cc1 (stereo not drawn)	-12	-4	2	x	24	-1	15	6
C[C@@H]1CN([C@@H](C)CO)C(=O)c2cc(C3=CCCCC3)cnc2O[C@H]1CN(C)C(=O)Nc1ccccc1	9	x	1	2	x	-9	6	-27
O=C(CCC(=O)Nc1nnc(C2CCCCC2)s1)Nc1ccc(F)cc1	x	-8	x	x	-20	x	-8	25
C=CCn1c(CCC(=O)O)ccc1-c1ccc(OC)cc1	-7	-7	4	-2	x	11	x	x
COC(=O)Nc1ccc(OCC(=O)N2CCOCC2)cc1	x	-2	1	x	x	4	13	17
Cc1cccc(OCC(=O)N2CCN(S(C)(=O)=O)CC2)c1	x	-7	x	5	-1	x	x	7
Cn1c(=O)[nH]c(=O)c2c1nc(SCC(=O)O)n2CCc1ccccc1	-5	-7	-1	-1	x	1	-3	x
CCc1nnc(NC(=O)c2ccc(S(=O)(=O)N(CCOC)CCOC)cc2)s1	-3	3	8	0	-47	-5	-2	3
CN(C)C(=O)C[C@H]1CC[C@H]2[C@@H](COc3ccc(NC(=O)c4ccc(F)cc4)cc3C(=O)N2C)O1	5	x	-1	x	-6	-1	-7	25
C[C@@H]1CCCCO[C@@H](CN(C)C(=O)C2CCCCC2)[C@H](C)CN([C@@H](C)CO)C(=O)c2cc(NS(C)(=O)=O)ccc2O1	43	-1	2	14	0	2	5	-4
COc1ccc2cc(C=O)n(C)c2c1	12	-3	-2	15	-14	-1	1	-4
O=C(COC(=O)c1n[nH]c2ccccc12)NCCc1ccccc1	2	-6	-3	-13	13	1	-2	16
O=C(NCC1CCCO1)c1ccc(NC(=O)c2cccc(Cl)c2)cc1 (stereo not drawn)	x	-44	x	-5	-18	x	2	-14
C[C@H](CO)N1C[C@H](C)[C@@H](CN(C)Cc2ccccn2)Oc2cc(-c3cncnc3)ccc2S1(=O)=O	0	4	0	7	3	-1	1	6
CCOC(=O)N1CCN(C(=O)CSCc2ccc(C)cc2)CC1	10	30	-10	-11	x	2	x	x
CCc1nnc(NC(=O)COC(=O)CN2C(=O)c3ccccc3C2=O)s1	-13	-19	-4	12	x	3	x	x
CC(C)(C)c1ccc(C(=O)N2CCC2(C)C(=O)NCCC#N)cc1 (stereo not drawn)	4	x	-5	-5	-4	0	10	11
C=CCn1c(SCCN2C(=O)c3ccccc3C2=O)nc2scc(-c3ccc(F)cc3)c2c1=O	-2	55*	x	-9	3	x	0	6
CC(C)N(C(=O)CSc1nc(COc2ccccc2)nc2ccccc12)C(C)C	-19	-11	7	-2	-10	1	-10	-13
O=C(Cn1cnc2ccccc21)N/N=C/c1ccco1	x	4	x	x	1	x	-13	18
CC1=CC2=NC(=O)CC(C)(C(=O)N(CC(=O)NC3CCCC3)Cc3ccc(Cl)cc3)N2C=C1 (stereo not drawn)	0	-9	2	-3	16	0	7	34
Cc1cc(Cl)ccc1N1C(=O)CC(NNC(=O)c2cccnc2)C1=O (stereo not drawn)	x	0	8	-6	9	0	2	16
C#CCN(C[C@H]1[C@H](OC(=O)NCC2CCCCC2)[C@H](OC(=O)NCC2CCCCC2)C[C@@H](C(=O)OC)[C@H]1C(=O)OC)S(=O)(=O)c1ccc(C)cc1	-4	x	1	-4	-12	1	2	-4
COc1cccc(CNC(=O)CCCn2nc(C)n3c(cc4sccc43)c2=O)c1	-4	-3	-1	-1	-14	0	-13	9
